# Screens: PubChem, several laboratories
# MEKK2mut PB1 HTS – signal of MEK5 binding to mutant human MEKK2 PB1 domain | bead flow cytometry, Alexa488-MEK5 binding to MEKK2 mutant | percent response, % at 10 µM | AID 1530 | actives 0.35% (n = 290,000); in the data active means percent response above about 24%, passing the limit was not always enough; further: inactives centre near 1; some results filed as inactive read as strong as hits; reference of the scale not given here
# IMP-1 inh – blocks Pseudomonas aeruginosa IMP-1 metallo-beta-lactamase. inhibition, % at 5.6 µM. actives 0.45% (n = 290,000). purified IMP-1, nitrocefin hydrolysis, epi-absorbance fluorescence. AID 1556;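 active means inhibition above the mean plus 3 SD of all compounds in the same screening run, cut at about 4.5% in these data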;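 further: 0% = IMP-1 with DMSO and 100% = DMSO wells lacking enzyme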
#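 system = purified recombinant IMP-1 beta-lactamase | amount = 0.2 nM IMP-1, as dispensed | medium = HEPES buffer pH 7.1 with ZnSO4 and Brij 35 | times = 25 °C, 15 min preincubation, 25 min reaction | detection = plate fluorescence quenching by hydrolysis product, ex 480/em 530 nm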
# M18AAP inhibitor – PfM18AAP enzyme inhibition. actives 1.2% (n = 290,000). AID 1822. recombinant PfM18AAP, H-Glu-NHMec fluorogenic cleavage. inhibition, % at 7.35 µM;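 active means inhibition above the campaign mean inhibition over all tested compounds plus 3 SD, cut at about 28% in these data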;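 further: 0% = plate median of test compound wells and 100% = 2 mM ZnCl2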
# NS3 helicase inh – HCV NS3 helicase inhibition. AID 1800. actives 0.56% (n = 290,000). inhibition, % at 10.9 µM. NS3 helicase DNA unwinding, Cy5 molecular beacon fluorescence;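 active means inhibition above the mean of all tested compounds plus 3 SD, set per campaign, cut at about 35% in these data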;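 further: 0% = DMSO wells and 100% = thioflavine S control wells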
#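 Test system: hepatitis C virus NS3 helicase domain fragment enzyme. Also added: annealed dual-labelled DNA beacon duplex, ATP-started. Timing: 60 min unwinding reaction at 25 °C after ATP addition. Technique: Cy5 fluorescence. Measure: % inhibition of unwinding.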
# VIM-2 inhibitor – inhibitors of Pseudomonas aeruginosa VIM-2 metallo-beta-lactamase; inhibition, % at 5.6 µM; AID 1527; actives 0.89% (n = 290,000); purified VIM-2, nitrocefin hydrolysis, epi-absorbance fluorescence;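 active means inhibition above the mean of all tested compounds plus 3 SD, cutoff set per screening run, cut at about 7.5% in these data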;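 further: red hydrolysis product quenches plate fluorescence so inhibitors raise well fluorescence; 0% = enzyme with DMSO and 100% = DMSO without enzyme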
# MEKK2 WT-MEK5 – raises or lowers MEK5 binding to wildtype human MEKK2 PB1 domain | Q9Y2U5 | bead flow cytometry, Alexa488-MEK5 binding to MEKK2 WT; actives lie on both sides | binding response (% of control), % at 10 µM | actives 1.1% (n = 290,000) | AID 1531; in the data active means binding response below about 67% or above about 130%
# DNA FID counter – fluorescent intercalator displacement, NS3 helicase counter-screen; DNA fluorescent intercalator displacement, fluorescence; inhibition, % at 7.9 µM; actives 0.17% (n = 290,000); AID 1845; in the data active means inhibition above about 37%;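 further: 0% = vehicle and 100% = reference compound; higher means more ethidium bromide displaced from hairpin DNA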
# SUMO HTRF inh – SUMOylation inhibition. P63279. HTRF SUMOylation assay, SAE1/SAE2 + UBC9, in vitro. inhibition, % at 35 µM. actives 0.36% (n = 290,000); in the data active means inhibition above about 50%, passing the limit was not always enough; further: strong numbers were not always called active
# Target sequence (P63279 whole entry, looked up): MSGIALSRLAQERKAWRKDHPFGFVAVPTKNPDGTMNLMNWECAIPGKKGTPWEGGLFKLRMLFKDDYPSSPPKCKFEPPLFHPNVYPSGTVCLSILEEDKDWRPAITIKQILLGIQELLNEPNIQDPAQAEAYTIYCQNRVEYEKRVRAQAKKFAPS
# NALP1 yeast inh – blocks the NALP1 inflammasome reconstituted in yeast; S. cerevisiae NALP1/ASC/caspase-1 growth, X-gal OD620, 72 h; inhibition, % at 10 µM; actives 0.61% (n = 280,000); in the data active means inhibition mostly above about 24%, no sharp cut-off; inactive means mostly below about 32%; further: some compounds called inactive have numbers as strong as hits
# Starred values were filed as active, the others as inactive; . = not tested or not shown.
molecule	IMP-1 inh	SUMO HTRF inh	NS3 helicase inh	DNA FID counter	MEKK2 WT-MEK5	M18AAP inhibitor	NALP1 yeast inh	VIM-2 inhibitor	MEKK2mut PB1 HTS
COc1cc2c(cc1OC)C(C(=O)N1CCCCC1)C(c1ccccc1F)N(C)C2=O (centres undefined)	-3.2	9	5	-24	102	-7	6	-1.1	-3
CC(=O)c1ccc(S(=O)(=O)N2CCN(C(=O)CSc3ccc(C)c(C)c3)CC2)cc1	0.8	-5	4	-45	95	-8	13	0.7	-6
CCOC(=O)C1CCN(C(=O)COc2cc(C)c(Br)cc2C)CC1	-1.4	5	4	-35	104	-1	25	-1.0	2
CCOc1ccc(NC(=O)c2sc3nc(N4CCOCC4)c4c(c3c2N)CC(C)(C)OC4)cc1	-2.3	10	-8	-26	96	42*	8	-1.4	-2
CC(OC(=O)c1ccccc1O)C(=O)Nc1ccc(Cl)cn1 (centres undefined)	0.1	16	-11	-6	91	-9	16	0.1	1
CCc1ccccc1NC(=S)Nc1cc(OC)c(NC(=O)C(C)C)cc1OC	-3.4	5	3	-14	101	17	-13	-1.2	2
CC(NC(=O)c1cc(-c2cccs2)on1)c1ccccc1 (centres undefined)	0.3	-38	-1	-4	100	-1	13	-0.2	7
COC(=O)Cn1cnc2scc(-c3ccc(C)cc3)c2c1=O	-2.5	5	-2	-12	115	1	18	0.5	16
Cc1ccc(CC2C(=O)N(CC(=O)O)C(=O)C2C)cc1 (centres undefined)	-1.8	-7	-2	-2	91	1	12	-0.5	-5
Cc1cc(-n2cnnn2)cc(C)c1S(=O)(=O)N(C)c1ccccc1	-0.9	4	-6	-26	99	-4	11	-1.6	-1
CCCc1nc2oc3c(=O)[nH]cnc3c2c2c1CCCC2	-1.6	10	-7	-5	99	-3	18	-2.3	-4
O=C(Nc1ccc2c(c1)CCC2)C1CCCN(c2ncccn2)C1 (centres undefined)	-1.9	-14	-2	-22	110	-2	-14	-3.4	5
C=C(c1ccccc1)c1ccc(N(C)C)cc1	-0.8	-2	7	-3	108	-1	12	-0.4	8
O=C(O)C1C2CCC(O2)C1C(=O)Nc1ccc(OC(F)F)cc1 (centres undefined)	-1.0	13	-3	3	108	-1	6	-1.4	7
Cc1ccc(Cn2nc(C)c(NC(=O)c3noc4c3CCCCC4)c2C)cc1	-2.2	16	-10	-34	104	1	22	-1.4	4

# An excerpt from above in order of count of non-hydrogen atoms, high to low.
molecule	IMP-1 inh	SUMO HTRF inh	NS3 helicase inh	DNA FID counter	MEKK2 WT-MEK5	M18AAP inhibitor	NALP1 yeast inh	VIM-2 inhibitor	MEKK2mut PB1 HTS
CCOc1ccc(NC(=O)c2sc3nc(N4CCOCC4)c4c(c3c2N)CC(C)(C)OC4)cc1	-2.3	10	-8	-26	96	42*	8	-1.4	-2
COc1cc2c(cc1OC)C(C(=O)N1CCCCC1)C(c1ccccc1F)N(C)C2=O (centres undefined)	-3.2	9	5	-24	102	-7	6	-1.1	-3
O=C(O)C1C2CCC(O2)C1C(=O)Nc1ccc(OC(F)F)cc1 (centres undefined)	-1.0	13	-3	3	108	-1	6	-1.4	7

# Next part
molecule	IMP-1 inh	SUMO HTRF inh	NS3 helicase inh	DNA FID counter	MEKK2 WT-MEK5	M18AAP inhibitor	NALP1 yeast inh	VIM-2 inhibitor	MEKK2mut PB1 HTS
O=C(CCNc1n[nH]c(=O)[nH]c1=O)N1CCCCC1	-2.3	-4	-3	4	79	-8	-5	-1.3	-8
COc1ccccc1C(=O)OCc1c(F)cccc1Cl	-2.3	-13	-4	-10	102	1	-8	-4.8	-1
CC(C)C(C(=O)NC(C)(C)C)N1C(=O)c2ccccc2C1=O (centres undefined)	-1.6	-3	6	-7	105	-1	15	-4.0	3
O=C(CCS(=O)(=O)c1ccccc1)Nc1ccc2c(c1)OCO2	-0.1	13	11	3	103	2	2	0.8	-45
CCOC(=O)C1CCN(C(=O)C23CC4CC(CC(C4)C2)C3)CC1	-2.2	-1	-7	-26	100	-10	15	-0.8	3
Cc1ccccc1Cn1cc(NC(=O)CCCn2nc([N+](=O)[O-])cc2C)cn1	-2.6	14	-6	-8	98	-4	12	-1.8	-3
COc1cccc(CN2CCNC(=O)C2CC(=O)N(C)CCc2ccccn2)c1OC (centres undefined)	-2.7	15	8	-11	110	3	2	-1.7	6
CN(C)S(=O)(=O)c1ccc(NC(=O)CSc2nnnn2C)cc1	-1.4	15	5	0	89	-6	.	-2.9	-21
O=C1CC(NC(=O)C(F)(F)F)c2cc3c(cc21)OCO3 (centres undefined)	-4.5	12	-5	0	105	6	-5	-4.0	-2
O=C(c1cccc2ccccc12)N1CCN(c2ccc([N+](=O)[O-])c(N3CCOCC3)c2)CC1	-2.0	-11	-4	2	96	-4	40	-2.7	14
O=[N+]([O-])c1ccc2nc(NS(=O)(=O)c3ccccc3[N+](=O)[O-])sc2c1	-2.4	13	0	-14	93	2	13	-3.0	-7
CC(=O)Nc1ccc(/C=C/c2ccc3c([N+](=O)[O-])cccc3n2)cc1	-4.8	17	-8	7	100	-1	0	-4.2	1
O=C(N/N=C/c1ccc(O)cc1O)NC12CC3CC(CC(C3)C1)C2	-2.5	-16	-3	-8	104	22	9	-3.4	5
COc1ccccc1NS(=O)(=O)c1ccc(NC(=O)c2[nH]nc(OC)c2[N+](=O)[O-])cc1	-3.2	17	8	-8	105	-7	0	-5.0	1
CCC1CCCCN1C(=O)COc1ccccc1NC(C)=O (centres undefined)	-3.0	-2	23	-9	94	-1	1	-4.5	-3
C=CCN1CC(=O)N2C(C)c3[nH]c4ccccc4c3C[C@H]2C1=O (some centres undefined)	-0.4	5	-14	-7	100	-10	20	-2.3	-1
O=C(O)c1ccccc1/C=N/N1CCN(C2c3ccccc3-c3ccccc32)CC1	-2.0	6	10	-41	68	1	-9	0.0	-36
O=C(CCCOc1ccc(Cl)cc1)N1CCCCC1	-6.0	11	0	-22	106	-3	33	-2.3	5
CC1(C)Cc2nc(N)c(=O)sc2C1	-2.7	17	-3	-5	100	-2	11	0.2	1
COC(=O)CCN(C(=O)c1cc([N+](=O)[O-])cc([N+](=O)[O-])c1)c1ccccn1	-3.2	6	1	1	90	0	18	-1.7	-7
C/C(CC(=O)N(C(C)C)C(C)C)=N\NC(=O)COc1ccc(Br)cc1Br	-1.7	-1	1	-5	95	-1	28	-2.5	-3
Cc1cc(-c2ccc(C)c(S(=O)(=O)Nc3cc(C)on3)c2)on1	-2.1	11	5	-14	99	3	18	-1.8	2
O=C(c1ccc(Cn2cc([N+](=O)[O-])cn2)o1)N1N=C(C(F)F)CC1(O)C(F)F (centres undefined)	-2.6	21	-2	-2	105	1	5	-2.0	1
CCNc1nc(NCC)n2c(SCC(=O)Nc3ccc(C(F)(F)F)cc3[N+](=O)[O-])nnc2n1	-1.5	-7	13	-12	102	5	17	-0.7	-2
O=C(c1ccccc1)c1cnc[nH]1	-1.3	11	-2	-3	99	-2	.	-2.5	-2
CCc1cccc2sc(NC(=O)C3CC3)nc12	-3.0	-6	-8	-8	99	10	4	-1.6	5
O=C(c1ccc(Br)s1)N1CCN(C/C=C/c2ccccc2)CC1	-3.5	17	-13	-17	103	2	56	-0.9	4
Cc1ccc(NC(=O)c2cccc(Oc3ccc([N+](=O)[O-])cc3)c2)c(C(=O)O)c1	-2.5	22	-21	21	98	6	-6	-1.4	-2
O=[N+]([O-])c1ccc(Oc2cc(NC3CCCCCCC3)c([N+](=O)[O-])cc2[N+](=O)[O-])cc1	-2.3	15	34	-7	98	18	-10	-0.6	0
COc1ccc(N(Cc2cc3cccc(C)c3[nH]c2=O)S(=O)(=O)c2ccc(Cl)cc2)cc1	-2.4	-4	-6	-25	99	6	2	-6.1	5

# An excerpt from above in order of their number in MEKK2 WT-MEK5, falling:
canonical_smiles	MEKK2 WT-MEK5
CCNc1nc(NCC)n2c(SCC(=O)Nc3ccc(C(F)(F)F)cc3[N+](=O)[O-])nnc2n1	102
CC1(C)Cc2nc(N)c(=O)sc2C1	100
COC(=O)CCN(C(=O)c1cc([N+](=O)[O-])cc([N+](=O)[O-])c1)c1ccccn1	90
O=C(O)c1ccccc1/C=N/N1CCN(C2c3ccccc3-c3ccccc32)CC1	68

# Carrying on.
molecule	IMP-1 inh	SUMO HTRF inh	NS3 helicase inh	DNA FID counter	MEKK2 WT-MEK5	M18AAP inhibitor	NALP1 yeast inh	VIM-2 inhibitor	MEKK2mut PB1 HTS
O=C(Cc1cccs1)Nc1ccccc1C(=O)O	0.4	6	5	-3	104	-10	32	0.7	1
O=C(c1cnn2c(C(F)(F)F)cc(-c3cccs3)nc12)N1CCOCC1	-2.7	16	6	-8	100	2	2	1.0	2
CCOC(=O)c1c(C)[nH]c(C)c1S(=O)(=O)NCc1cc(C)ccc1C	-0.7	7	-1	-36	100	-4	-1	1.3	-2
C=CCn1c(SCc2c(C)noc2C)nc2cc(C(=O)O)ccc2c1=O	-4.0	.	2	-27	100	3	.	-0.8	-3
COc1ccc(NC(=S)NN2CCN(C)CC2)cc1	0.6	12	-1	-1	94	2	8	0.2	-8
O=C(CN1C(=O)C2C3C=CC(C3)C2C1=O)OCC(=O)c1ccc(Br)cc1 (centres undefined)	1.3	1	14	-25	98	7	13	-1.0	-6
Cc1cc(C)n(-c2ccc(NC(=O)C3CCCCN3C(=O)c3ccoc3)cc2)n1 (centres undefined)	-1.3	7	5	-56	104	-10	-1	0.0	-1
CN(C)CCOC(=O)CCCCCCCCC(=O)OCCN(C)C	-0.6	10	-5	2	126	0	1	-1.9	23
COc1ccc(/C=C/C(=O)N2CC(C)OC(C)C2)cc1OC (centres undefined)	-3.9	3	0	-12	99	5	8	-1.9	-1
O=C(NCc1cccc(Cl)c1)c1ccc2c(c1)OCCO2	-2.1	-11	-4	-10	101	2	14	-0.6	-1
CCOc1ccc(NC(=O)C2CCCN(C)C2)cc1 (centres undefined)	1.5	-1	16	2	75	2	11	1.4	-29
O=C(NNc1ccccc1C(F)(F)F)c1sccc1Br	-1.7	8	1	-3	91	7	21	-0.5	-25
CCN(Cc1ccccc1)C(=O)CCNS(=O)(=O)c1ccc2c(c1)CC(C)N2C(C)=O (centres undefined)	-1.6	8	-3	-44	102	-4	6	0.9	0
CC(C)(C)NC(=O)c1ccc2c(c1)C1C3CCC(C3)C1C(c1ccccc1)N2 (centres undefined)	-4.8	-18	1	-36	109	6	28	-4.2	1
O=C(Cn1nnnc1CN1CCOCC1)N1CCC(c2cccc(Cl)c2)C1 (centres undefined)	-2.0	5	-7	-10	100	0	5	-1.2	0
CC(=O)Nc1ccc(S(=O)(=O)N2CCN(S(=O)(=O)c3ccc(F)c(F)c3F)CC2)cc1	-1.6	18	2	-6	98	-8	13	-0.7	4
Cc1ccc(N(C)C(=O)c2cc(S(=O)(=O)N3CCCCC3)c[nH]2)cc1	-0.6	14	-14	-49	106	-6	22	-3.4	3
O=S(=O)(Cc1ccccc1Cl)NCCc1ccc(F)cc1	-2.0	15	10	-11	103	-16	1	-2.6	6
Cc1ccc(S(=O)(=O)N2CCN(C(=O)Cc3ccc(S(=O)(=O)N4CCOCC4)s3)CC2)cc1	-3.1	-3	0	-37	114	6	6	-3.2	8
O=C(CCn1nnc(-c2cccs2)n1)N1CCc2ccccc2C1	-0.3	-4	-4	-15	.	4	-8	-0.5	.
COc1ccc(C(c2sc3nc(C)nn3c2O)N2CCc3ccccc3C2)cc1 (centres undefined)	-0.3	-2	-1	-16	105	13	.	2.2	8
C=CCn1c(C)cc(C)c(C#N)c1=O	-2.7	-13	4	3	103	-11	-7	-6.9	3
